Giardia kill = Giardia lamblia killing | activity change, % at 7.66 µM, hits read low | 340,000 tested, 0.15% active | AID 540267 | Giardia lamblia trophozoite viability; in the data active means activity change below about -80%; inconclusive means between about -30% and that limit;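 further: parasites exposed to compound for two days anaerobically before the ATP read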
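Trophozoite viability was measured as ATP-dependent luminescence, read 15-30 min after reagent addition. Before that, parasites at 100 cells/well were exposed to compounds for 48 h, anaerobically, at 37 deg C.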
BCR signal inh = inhibitors of chronic active B-cell receptor signaling. ABC-DLBCL IkBa-CBG/CBR reporter, luminescence ratio, 4 h. Potency, µM (top dose mostly 46.1 µM), for inactives: at the highest dose ratio change, negative = lower green/red ratio, usual class: inhibitors. 340,000 tested, 0.05% active. AID 493014; active means well fitted inhibition curve with a large enough effect in the signal ratio, with a control signal flat, not every such curve was filed as active; inconclusive means small, poorly fitted or top-dose-only effect, or effect the other way, or a change in a side signal; the % refers to the signal ratio;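 further: potency means the concentration at half of the fitted maximal effect; plate controls were basal doxycycline-induced cells for no effect and cells given 10 µM MG132 for full effect; MG132 reads +100%, hits lower the ratio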
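TMD8 ABC-DLBCL cells carrying doxycycline-inducible green luciferase fused to IkappaBalpha plus unfused red luciferase were exposed to compounds (up to 46 uM) for 4 hrs at 37C. Activity came from the overlap-corrected green/red luminescence ratio.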
Coupling enz = coupling enzyme interference in Giardia aldolase counter-screen. coupling enzyme system counterscreen, AmpLite Red fluorescence. activity change, negative = inhibition, % at 58.2 µM, hits read low. 290,000 tested, 0.67% active. AID 2472; in the data active means activity change below about -30%
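Coupling enzymes only (glyceraldehyde-3-phosphate) + compound, at 57.5 uM final, 10 min RT; add substrate/coupling/AmpLite Red mix, 20 min RT; fluorescence ex 525/em 598 nm. Actives flag coupling-system interference.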
USP2a inh = inhibitors of human ubiquitin-specific protease USP2a | Potency, µM (titrated, usually from 38.3 µM), for the others: top-dose activity change, negative = inhibition, usual class: inhibitors | USP2 core, Ub-CHOP2 coupled fluorogenic reporter, 485/531 | AID 463254 | O75604 | 330,000 tested, 0.01% active;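 further: potency means the concentration at half of the fitted maximal effect; plate controls were DMSO wells for no effect and full inhibition by NEM control for full effect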
Target sequence (O75604 whole entry, looked up): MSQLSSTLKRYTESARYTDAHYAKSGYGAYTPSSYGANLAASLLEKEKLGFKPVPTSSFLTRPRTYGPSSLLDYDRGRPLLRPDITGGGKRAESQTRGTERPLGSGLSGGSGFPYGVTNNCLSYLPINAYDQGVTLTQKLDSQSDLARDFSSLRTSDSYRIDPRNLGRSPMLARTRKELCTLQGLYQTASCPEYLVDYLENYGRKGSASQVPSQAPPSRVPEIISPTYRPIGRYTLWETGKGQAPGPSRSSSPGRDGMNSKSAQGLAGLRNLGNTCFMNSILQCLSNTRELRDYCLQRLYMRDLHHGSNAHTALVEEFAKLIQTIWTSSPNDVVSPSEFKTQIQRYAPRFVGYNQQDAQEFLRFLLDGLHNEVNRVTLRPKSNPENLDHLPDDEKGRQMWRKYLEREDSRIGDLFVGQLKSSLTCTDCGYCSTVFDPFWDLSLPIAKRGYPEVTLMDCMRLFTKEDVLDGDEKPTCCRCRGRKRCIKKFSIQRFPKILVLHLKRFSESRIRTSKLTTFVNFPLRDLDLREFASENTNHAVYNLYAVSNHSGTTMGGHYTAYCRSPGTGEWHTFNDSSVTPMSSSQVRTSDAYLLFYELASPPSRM
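Cell-free coupled assay: 10nM USP2 core preincubated 30min RT with compound in Tris-HCl pH 8.0/CaCl2/CHAPS buffer, then 25nM Ub-CHOP2 and 25nM reporter substrate; fluorescence (Ex 485/Em 531) read after 60min RT, normalized to NEM inhibition, concentration-response curves fitted.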
KCNH2 3.1 inh = inhibitors of human KCNH2 3.1 potassium channel isoform; U2OS KCNH2 3.1, thallium flux FluxOr; active compounds read low; activity change, % (tested at about 1.8 µM); 340,000 tested, 0.95% active;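 active means maximum activity change below -70%; inconclusive means maximum activity change from -70% to -50%; inactive means maximum activity change above -50%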;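 further: thallium influx rate constant from kinetic fluorescence after stimulation buffer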
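Kinetic fluorescence (2 min after stimulation buffer) measures Tl+ influx through KCNH2 3.1 expressed by viral transduction in U2OS cells; the rate constant is normalized against DMSO controls serving as positive and negative references.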
GALK inhibitor = inhibitors of human galactokinase. P51570. Purified GALK, Kinase-Glo residual ATP luminescence. Potency, µM (highest dose often 57.5 µM), for the others: top-dose activity change, negative = inhibition, hits mostly inhibitors. 270,000 tested, 0.007% active; further: potency means the concentration at half of the fitted maximal effect
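Quantitative HTS: GALK 5 nM, ATP 35 uM, galactose 100 uM, 1 h room temperature, then luciferase-based ATP detection.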
uPA surface inh = inhibitors of cell surface uPA generation; cell surface uPA generation assay, qHTS; Potency, µM (doses to about 38.3 µM), for the others: top-dose activity change, negative = inhibition, usual class: inhibitors; 330,000 tested, 0.31% active; active means well fitted inhibition curve with a large enough effect; inconclusive means small, poorly fitted or top-dose-only effect; inactive means no such curve, though single readings can be large or run the other way; tested in mouse RAW 264.7 cells; further: potency means the concentration at half of the fitted maximal effect; nearly all actives have a fitted effect of over 55% in size
Eya2 phos inh = inhibitors of human Eya2 phosphatase activity | O00167 | recombinant Eya2, OMFP fluorescence dephosphorylation (OMFP is methylfluorescein phosphate) | Potency, µM (titrated, usually from 76.9 µM), without a hit: at the highest dose activity, negative = inhibition, hits mostly inhibitors | 330,000 tested, 0.006% active; further: potency means the concentration at half of the fitted maximal effect
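Eya2 protein (added as 0.2 uM solution) was preincubated with compound for 10 min at ambient temperature in 50 mM HEPES pH 7.5, 50 mM NaCl, 5 uM MgCl2, 0.05% BSA, 1 mM DTT. OMFP (added at 50 uM) then reacted 10 min; fluorescence read at 485/525 nm.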
hERG WT inh = KCNH2 (human, wildtype) channel inhibition; Q12809; U2OS, BacMam KCNH2, thallium flux FluxOr; active compounds read low; activity change, % at 1.84 µM; 340,000 tested, 0.37% active;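 active means maximum activity change below -70%; inconclusive means maximum activity change between -70% and -50%; inactive means maximum activity change above -50%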
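U2OS cells transduced with wild-type KCNH2 virus are loaded with FluxOr dye for 45 min, and thallium flux is measured in kinetic reads before and after stimulation buffer. Rate constants are normalized to DMSO controls.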
PKM2 activator = activators of human pyruvate kinase M2; P14618; purified PKM2, Kinase-Glo ATP luminescence, activation; response scale: 0% is enzyme alone, no compound; Potency, µM (series often up to 57.5 µM), without a hit: top-dose activation, actives largely listed as activators; 260,000 tested, 0.34% active; AID 1631; further: potency means the concentration at half of the fitted maximal effect; nearly all actives have a fitted effect of over 55% in size
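hPK-M2, >95% pure; 0.1 mM ADP / 0.5 mM PEP final; imidazole pH7.2 buffer w/ 7 mM MgCl2, 50 mM KCl; 1 h RT; Kinase-Glo lum. Intermediate enzyme activity for dual inhibitor/activator qHTS.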
B2AR arrestin = recruits beta-arrestin to the human beta2-adrenergic receptor; P07550; Potency, µM (highest dose often 46.1 µM), for the others: top-dose activation, actives largely listed as activators; beta-arrestin recruitment to beta2AR, cell-based reporter; AID 492947; 330,000 tested, 0.02% active;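 further: potency means the concentration at half of the fitted maximal effect; 0% = DMSO controls and full agonism = EC100 isoproterenol or metaproterenol; nearly all actives have a fitted effect of over 65% in size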
Target sequence (P07550 whole entry, looked up): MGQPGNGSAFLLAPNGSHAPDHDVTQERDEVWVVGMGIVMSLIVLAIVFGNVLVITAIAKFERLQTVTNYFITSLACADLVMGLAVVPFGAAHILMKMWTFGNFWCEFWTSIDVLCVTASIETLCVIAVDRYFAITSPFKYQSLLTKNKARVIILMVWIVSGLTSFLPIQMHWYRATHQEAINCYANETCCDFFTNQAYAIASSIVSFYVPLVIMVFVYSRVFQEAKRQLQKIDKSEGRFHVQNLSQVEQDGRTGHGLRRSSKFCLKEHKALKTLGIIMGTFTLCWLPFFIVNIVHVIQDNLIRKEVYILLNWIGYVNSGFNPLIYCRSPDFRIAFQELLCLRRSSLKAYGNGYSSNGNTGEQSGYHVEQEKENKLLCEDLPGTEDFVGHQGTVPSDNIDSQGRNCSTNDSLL
Active calls of the source: *; ? = inconclusive; . = no result given; & = joins results of further samples; [ ] = another dose, or the depositor's remark. Unless noted, the call rests on the fitted dose curve; in most records, active means well fitted curve in the direction sought with a large enough effect; inconclusive means small, poorly fitted or top-dose-only effect, or another doubt; inactive means no such curve, though single readings can be large; an effect the other way counts as inactive or inconclusive. Unless noted, on the % scale 0 is the no-effect control and ±100 the full control effect.

mol	USP2a inh	GALK inhibitor	B2AR arrestin	Giardia kill	Coupling enz	hERG WT inh	BCR signal inh	PKM2 activator	Eya2 phos inh	uPA surface inh	KCNH2 3.1 inh
CC(C)(O)C#Cc1ccc(C(=O)NCCC(=O)O)s1	3%	1%	-0.2%	-6	4	4	11%	-3%	7%	1%	-7
CCOC(=O)CSc1nc2cc(S(=O)(=O)Nc3ccccc3OC)ccc2o1	-4%	1%	-0.1%	-22	2	0	-18%	0%	18%	.	8
O=C1NN(c2ccc(Cl)c(Cl)c2)C(=O)/C1=C/c1ccc(-c2ccccc2C(=O)O)o1	0%	.	0.1%	-5	21	-5	?	.	3%	-2%	-8
Oc1ccc(COCc2ccccc2)c2cccnc12	-2%&-13%	-4%	?	-3	1	3	?	2%	-20%&-9%	-13%	4
Cc1ccc(C(=O)n2c(-c3ccccc3)cnc2SCC(=O)Nc2ccc(C)cc2C)cc1	5%	0%	-0.1%	2	-2	5	4%	3%	2%	0%	3
OCCC1CN(Cc2ccc3nonc3c2)CCN1Cc1ccsc1 (configuration not stated)	2%	-1%	-0.2%	18	3	41	0%	0%	4%	-1%	3
CC(C)C(NS(=O)(=O)c1ccc2c(c1)oc(=O)n2C)C(=O)N1CCN(c2ccccc2F)CC1 (configuration not stated)	0%	2%	0.0%	0	0	1	10%	1%	-2%	-9%	7
O=C(N/N=C/c1ccncc1)C1CC1C(=O)N/N=C/c1ccncc1 (configuration not stated)	0%	-2%	0.1%	10	-7	-4	0%	-13%	-3%	2%	-6
CCCc1cc(C(=O)Nc2cccc([N+](=O)[O-])c2)cs1	0%	4%	3.8%	-11	-16	8	?	1%	-3%	-16%	-33
CC(C(=O)N1CCCCC1)N(C)CC(=O)Nc1cccc(F)c1 (configuration not stated)	-4%	.	-0.6%	-7	.	4	9%	.	1%	12%	-10
Cc1ccc2nsnc2c1NC(=O)c1ccc([N+](=O)[O-])o1	1%	0%	0.4%	-85*	-5	9	?	-3%	-3%	-1%	2
O=S(=O)(Nc1cccc(-n2cnnn2)c1)c1ccc(Cl)nc1	1%	2%	0.5%	-7	.	-13	-1%	.	9%	-1%	15
O=C(Cn1nnc2ccccc21)NC1CCCCC1	3%	1%	-0.4%	10	0	4	?	-4%	11%[15.4 µM]	-1%	3
COc1ccc(CNc2ccc3c(c2)ncn3C)cc1OC	1%	6%	-0.3%	-10	2	1	-6%	-8%	6%	-13%	-1
Cc1ccc(OCC(=O)N2CCN(S(C)(=O)=O)CC2)cc1	-16%	-2%	-0.3%	9	2	0	?	0%	6%	4%	-4
CC(C)(C)c1ccc(C(=O)Nc2ccccc2NC(=O)c2ccco2)cc1	-2%	-1%	0.0%	8	-3	15	14%	-1%	-5%	-9%	5
O=C(CN1C(=O)NC2(CCCCCC2)C1=O)NCc1ccc(F)cc1	1%	.	-0.7%	2	.	8	2%	.	-2%	0%	-2
O=C(COC(=O)c1cccc(Cl)c1)NCCN1C(=O)CSC1=O	3%	1%	-0.4%	-1	2	-3	1%	1%	4%	3%	-6
COc1ccc(CNC(=O)C2CCN(C(=O)c3sccc3-n3cccc3)CC2)cc1	6%	-1%	0.2%	-13	0	1	-1%	-2%[0.46 µM]	5%	-5%	13
CCOC(=O)N1CCC(NC(=O)C2CCN(S(=O)(=O)N3CCC(C)CC3)CC2)CC1	4%	0%	-0.7%	-1	2	1	-1%	-3%	-5%	.	10
Cc1c(Cl)cccc1NC(=S)NCC(O)c1ccccc1 (configuration not stated)	1%	3%	-0.1%	5	7	-2	-1%	2%	8%	0%	7
Cc1ccc(-c2nc(-c3ccccn3)no2)cc1	4%	14%	0.1%	-90*	2	2	?	-81%	3%	-20%	-1
Cc1ccc(C)c(SCC(=O)Nc2ccc(S(=O)(=O)Nc3ncccn3)cc2)c1	0%	.	0.4%	-12	6	-6	?	-34%	9%	6%	-2
COc1cccc(N/N=C/c2cccc(Br)c2O)c1	3%	3%	-0.7%	16	3	0	?	-3%	9%	1%	22
CCC(Sc1nc2n[nH]c(C)c2c(=N)n1-c1cc(Cl)ccc1C)C(=O)N1CCOCC1 (configuration not stated)	2%	-3%	-0.7%	16	2	-1	?	10%	-17%	-12%	-19
CCCNC(=O)Cn1cnc([N+](=O)[O-])n1	2%	-1%	0.2%	10	-2	27	0%	-4%	0%	1%	-5
Cc1ccc(C2=N/C(=C/c3cccs3)C(=O)N2Nc2ccccc2)cc1	3%	-1%	0.1%	-12	-2	6	?	7%	8%	-6%	-37
CCc1cc(=O)oc2cc(C)cc(OCC(=O)NC(Cc3c[nH]c4ccc(O)cc34)C(=O)O)c12 (configuration not stated)	-2%	.	-0.6%	10	1	1	-9%	1%	0%	2%	12
CCc1cccc(CC)c1NC(=O)COC(=O)CC1c2ccccc2CCN1S(=O)(=O)c1ccc(F)cc1 (configuration not stated)	-1%	1%	0.5%	-3	-1	-3	3%	2%	1%	5%	-6
Cc1ccc(NC(=O)CCC(=O)N/N=C/c2cccnc2)cc1	-3%	-2%	3.5%	0	1	6	-1%	-1%	6%	7%	9
CC(=O)OCC(=O)[C@@]1(O)CC[C@H]2[C@@H]3CCC4=CC(=O)C=C[C@]4(C)[C@H]3C(=O)C[C@@]21C	2%	-2%	0.4%	25	4	5	-7%	.	1%	-8%	4
O=C(COc1ccc(F)cc1)OCCN1CCOCC1	-14%	3%	-1.1%	-9	1	-2	?	-6%	-3%	7%	-1
COc1ccc(OC)c(NS(=O)(=O)c2c(C)nc3sccn3c2=O)c1	2%	.	-1.1%	2	-1	42	0%	4%	3%	-5%	5
COc1ccc(CCNC(=O)c2c[nH]c3ccccc3c2=O)cc1OC	-2%	1%	0.0%	6	-3	-2	?	-13%	-10%	1%	0
Cc1ccc(Oc2ccc(S(=O)(=O)N3CCOCC3)cc2C(N)=O)cc1C	1%	-2%	-0.4%	?	.	5	-9%	0%	2%	-2%	.
Cc1ccc(S(=O)(=O)n2nc(OC(=O)c3ccccc3F)cc2N)cc1	-1%	-4%	-0.8%	4	-2	0	-3%	-3%	-7%	7%	4
COC(=O)c1nnc(-c2ccccc2)c(-c2ccccc2)n1	0%	4%	0.3%	8	1	-24	0%	-2%	-5%	.	-1
Cc1ccc(CN2CCC(n3nccc3NC(=O)C3CCOC3)CC2)cc1 (configuration not stated)	1%	-6%	-0.8%	-14	.	33	-2%	-14%	-17%	13%	4
COC(=O)N/N=C/c1ccccc1	1%	-1%	-0.1%	-13	0	0	?	-1%	0%	-1%	2
CC(C)(C)c1ccc(NC(=O)Nc2ccc3ccccc3n2)cc1	0%	1%	0.2%	-3	7	-4	2%	5%	0%	-4%	23
CC(C)CCNC(=O)CN(CCCN1CCOCC1)C(=O)Cn1nnc(-c2ccc(F)cc2)n1	4%	2%	-0.7%	3	4	-21	2%	0%	30%[15.4 µM]	-3%	0
Cc1c(C)n(CCc2ccccc2)c2ncnc(NCCCN(C)C)c12	0%	3%	0.0%	11	3	2	?	.	-2%	-10%	0
CCOC(=O)C1CCN(C(=O)COC(=O)c2ccc3c(c2)C(=O)N(c2ccc(OCC)cc2)C3=O)CC1	0%	9%	0.1%	-14	2	.	-2%	.	-5%	7%	17
CCn1cc(S(=O)(=O)CC(=O)N2CCc3ccccc32)c2ccccc21	-5%	1%	0.3%	-6	-15	-8	-5%	21%	-4%	-7%	33
